# Assay outcomes deposited in PubChem BioAssay by several laboratories.
# CDK5 p35 inh: inhibitors of human CDK5/p35 kinase. Q00535+Q15078. Recombinant CDK5/p35, ADP-Glo luminescence, 60 min. inhibition, % at 10 µM. 330,000 tested, 0.01% active. AID 488839;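 active = highest replicate inhibition of at least 50% and at least 75% of replicates reaching 50%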;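 also: plate controls were DMSO neutral control for no effect and GW8510 at 10 µM for full effect; many of its hits are not listed in these tables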
# Keap1 Nrf2 FP: Keap1-Nrf2 (human) interaction inhibition. Q14145. Keap1 Kelch-Nrf2 peptide fluorescence polarization, 1536-well. inhibition, % at 9.4 µM. 340,000 tested, 0.15% active. AID 504523; in the data active = inhibition above about 12%;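 also: human Keap1 Kelch domain with fluorescein labeled Nrf2 9mer peptide probe; 0% = neutral control wells and 100% = peptide positive control; higher means more block of Keap1 binding to Nrf2 peptide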
# Target sequence (Q14145 whole entry, looked up, the tested form may be a part): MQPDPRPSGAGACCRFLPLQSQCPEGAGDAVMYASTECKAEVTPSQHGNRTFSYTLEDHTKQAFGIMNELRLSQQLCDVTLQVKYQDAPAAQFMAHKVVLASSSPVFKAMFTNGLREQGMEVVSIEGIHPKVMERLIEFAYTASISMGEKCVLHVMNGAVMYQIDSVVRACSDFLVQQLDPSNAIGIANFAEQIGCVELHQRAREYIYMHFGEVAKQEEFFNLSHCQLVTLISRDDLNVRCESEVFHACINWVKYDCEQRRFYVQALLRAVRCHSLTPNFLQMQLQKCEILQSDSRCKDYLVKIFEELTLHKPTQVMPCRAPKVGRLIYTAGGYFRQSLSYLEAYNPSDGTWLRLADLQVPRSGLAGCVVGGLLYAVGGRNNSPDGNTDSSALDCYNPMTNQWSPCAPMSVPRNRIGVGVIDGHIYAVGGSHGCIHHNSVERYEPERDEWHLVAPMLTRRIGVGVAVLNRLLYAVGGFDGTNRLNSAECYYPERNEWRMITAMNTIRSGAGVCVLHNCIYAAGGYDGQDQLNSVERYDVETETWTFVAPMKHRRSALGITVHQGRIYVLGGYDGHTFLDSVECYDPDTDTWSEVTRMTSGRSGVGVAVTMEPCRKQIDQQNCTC
# NSD2 HMT inh: blocks human histone methyltransferase NSD2; O96028; NSD2 peptide methylation, AlphaScreen, 120 min; inhibition, % at 12.5 µM; 310,000 tested, 0.54% active; AID 743445; in the data active = inhibition above about 50%
# Cardiac RTF inh: cardiac RTF calcium desensitization. P19429+P45379. IANBD-labeled cardiac RTF, Ca2+ fluorescence. inhibition, % at 7.15 µM. 340,000 tested, 0.12% active. AID 493244;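 active = inhibition above the mean inhibition of all tested compounds plus 3 SD, cut at about 17% in these data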;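 also: assay run at fixed EC70 calcium of 1.6 mM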
# PfHsp90 yeast 2: growth inhibition of yeast expressing Plasmodium Hsp90; inhibition, % at 9.4 µM; 310,000 tested, 0.32% active; S. cerevisiae expressing PfHsp90, BacTiter-Glo ATP, 48 h; yeast lacking PDR1 and PDR3 efflux regulators;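 active = every replicate shows inhibition above about 80%, whatever the replicate mean, limit read from the data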;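 also: 0% = DMSO neutral controls and 100% = 20 µM radicicol positive controls; yeast relying on Plasmodium falciparum Hsp90 in place of its own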
# PvdQ acylase: blocks Pseudomonas aeruginosa PvdQ acylase activity | 340,000 tested, 0.063% active | AID 488965 | purified PvdQ acylase, fluorescence plate reader | inhibition, % at 10 µM; in the data active = inhibition above about 30%, passing the limit was not always enough;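 also: 0% = vehicle neutral wells and 100% = reference inhibitor wells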
# SUMO Mot1 rescue: inhibitors of SUMOylation pathway: yeast Mot1-301 growth rescue | S. cerevisiae Mot1-301 growth rescue, ATP luminescence, 38.5C; percent above DMSO median, 100 means doubled | growth rescue, % at 18.8 µM | 320,000 tested, 1% active;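 active = every valid replicate shows activation above 250% relative to neutral control wells; inactive = the rest, any valid replicate at or below 250%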;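 also: OY570 slx delta 5 strain wells were the positive control but not used for scaling; some compounds called inactive have numbers as strong as hits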
# LANA DNA inh: KSHV C-LANA DNA binding inhibition; inhibition, % at 9 µM; MBP-C-LANA/FAM-LBS DNA binding, fluorescence polarization; 340,000 tested, 0.078% active;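 active = highest replicate inhibition at or above 60% at 9 µM, even if other replicates fall short; inactive = all replicates below 60% inhibition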;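 also: 0% = neutral control wells and 100% = 4 µM acridine orange control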
# dFosB activator: enhances mouse delta FosB homodimer DNA binding | P13346 | purified delta FosB, TAMRA-CDK5 oligo fluorescence polarization; percent of positive-control signal above neutral wells | activation, % at 25 µM | 340,000 tested, 0.99% active | AID 493131;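 active = mean activation above about 17%, with every replicate also reaching it, limit read from the data, passing the limit was not always enough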;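 also: fluorescence polarization rise as delta FosB binds a TAMRA Cdk5 AP-1 oligo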
# cardiac RTF act: cardiac RTF calcium sensitization | P19429+P45379 | IANBD-labeled TnC RTF fluorescence at EC20 calcium; 0% EC20 calcium, 100% full calcium | activation, % at 7.2 µM | 340,000 tested, 0.24% active | AID 493008;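 active = activation above the mean over all tested compounds plus 3 SD, cut at about 30% in these data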;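 also: rise in fluorescence read as greater calcium sensitivity of cardiac thin filaments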
# Rtt109 Vps75: inhibitors of Candida albicans Rtt109/Vps75 histone acetyltransferase | 330,000 tested, 0.16% active | purified Rtt109/Vps75, ThioGlo CoA-SH fluorescence, 4 h | inhibition, % at 34.9 µM | Q5AAJ8 | AID 540336;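 active = inhibition of at least 50% in every replicate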
# Target sequence (Q5AAJ8 whole entry, looked up): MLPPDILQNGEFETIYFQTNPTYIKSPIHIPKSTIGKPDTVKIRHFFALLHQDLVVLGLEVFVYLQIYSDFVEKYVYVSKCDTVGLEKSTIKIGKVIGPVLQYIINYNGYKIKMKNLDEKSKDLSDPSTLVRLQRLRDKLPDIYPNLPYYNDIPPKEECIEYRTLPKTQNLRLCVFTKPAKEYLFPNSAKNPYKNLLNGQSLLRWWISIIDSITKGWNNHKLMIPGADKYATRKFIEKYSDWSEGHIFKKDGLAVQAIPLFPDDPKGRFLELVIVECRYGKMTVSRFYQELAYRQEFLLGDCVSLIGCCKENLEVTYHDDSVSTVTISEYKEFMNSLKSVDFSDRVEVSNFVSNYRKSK
# Numbers without * were called inactive; . = no result given; + = active, no number.
SMILES,CDK5 p35 inh,Keap1 Nrf2 FP,NSD2 HMT inh,Cardiac RTF inh,PfHsp90 yeast 2,PvdQ acylase,SUMO Mot1 rescue,LANA DNA inh,dFosB activator,cardiac RTF act,Rtt109 Vps75
COc1cc([C@@H]2CC=C(C(=O)O)[C@H](c3ccc(C)cc3)N2S(=O)(=O)c2ccc(C)cc2)cc(OC)c1OC,0.1,-6,.,-11,-10,-12,.,-1.3,-9,-3,-1
COc1ccc(C(=O)C(C)OC(=O)CNC(=O)C2CCCCC2)cc1 (centres undefined),-1.9,-3,-6,-5,.,-18,-3,0.2,0,1,-15
COc1ccc(/C=C(/NC(=O)c2ccccc2OC)C(=O)Nc2ccc(C(=O)O)cc2)cc1,-0.4,3,-1,-4,0,-1,310,0.1,-1,-3,-5
COc1cccc(CN(C)C(=O)c2cc(-c3ccc(F)cc3)nc3ccccc23)c1,1.8,-1,-1,-6,32,-7,-21,-2.8,-6,-5,9
CON(C)c1nc(Oc2ccc(=O)[nH]n2)nc(N(C)C)n1,3.9,4,-2,-7,-14,-15,4,0.7,7,4,8
Cc1ccc(NC(=O)c2sc3nc(N4CCOCC4)c4c(c3c2N)CC(C)(C)OC4)cc1,0.6,4,-1,-9,3,-11,-8,0.0,-2,0,-6
CCOC(=O)COc1ccc(Oc2nc(C)cc(OC)n2)nn1,-0.5,-2,0,3,-61,-9,-12,-0.2,1,-5,-4
Cc1ccccc1NC(=O)CN1C(=O)N/C(=C\c2ccc(N3CCOCC3)c(F)c2)C1=O,-0.2,-4,-6,-11,-25,5,-27,0.3,-3,-3,-12
CCNC(=O)CN(c1ccc(OC)c(OC)c1)S(=O)(=O)c1ccccc1,0.3,-6,-3,0,25,-16,.,-0.5,4,1,10
c1cnc2ccc3c(c2c1)COCO3,-0.9,0,0,-9,24,-7,.,1.3,-10,5,1
COc1ccc(NC(=O)Cc2nnc(SCC(=O)NC3=NCCS3)n2C)cc1,-0.1,-3,2,-3,-7,-16,-4,-0.5,3,1,0
CCN(CC)S(=O)(=O)c1ccc(NS(=O)(=O)c2ccc3oc(=O)[nH]c3c2)cc1,-0.1,-4,2,4,-2,-17,16,1.2,0,-3,3
CN(CC(=O)NCCc1ccc(F)cc1)CC(=O)Nc1ccc(F)c(F)c1F,1.5,-2,-2,-3,.,8,.,0.8,-3,-5,3
Cc1ccc(C)c(S(=O)(=O)N2CCN(C(=O)c3ccc(C)s3)CC2)c1,-0.1,3,0,-6,-2,-12,-1,0.3,-5,1,16
CC(=O)C1C(c2ccncc2)NC(=O)NC1(O)C(F)(F)F (centres undefined),2.3,-1,-3,3,-10,-6,-13,-0.8,-4,1,-6
CCS(=O)(=O)c1nc(S(=O)(=O)c2ccc(Cl)cc2)c(N2CCC3(CC2)OCCO3)s1,0.3,1,0,-3,11,1,-5,0.5,0,-4,2
COc1ccc(C(=O)NC(C)c2nnc(SCC(=O)NC3=NCCS3)n2C)cc1 (centres undefined),0.1,-7,-6,-9,0,-7,0,-1.1,-5,-4,7
CCn1c(C)c(C)c2cc(C(=O)NCCCN3CCN(C)CC3)ccc21,0.6,0,3,-3,8,4,-4,0.2,6,-4,-9
COc1ccc(S(=O)(=O)Nc2ccccn2)cc1,-0.6,-4,-3,-6,-14,-19,-4,-3.0,2,-2,1
O=C(NCCC1CCCCN1S(=O)(=O)c1cccs1)C(=O)Nc1ccc(F)cc1 (centres undefined),-0.1,0,-7,-24,-15,1,5,1.2,4,-2,3
COc1ccc(NC(=O)CN(C)CC(=O)c2c(C)[nH]c3ccccc23)cc1,-1.3,-7,2,-6,.,-3,9,-0.5,-19,1,-5
CN(C(=O)COC(=O)c1ccccc1C(=O)N(C)c1ccccc1)c1ccccc1,-5.6,-2,1,-9,31,-11,243,0.8,-5,9,-2
O=[N+]([O-])C(/C=C(\Cl)[N+](=O)[O-])=C(N1CCCCC1)N1CCCCC1,1.0,-10,-1,-2,-44,-2,-13,5.7,1,1,7
CC(C)(C)C(=O)Nc1ccc(C(=O)COC(=O)C2CC2)cc1,0.2,-5,-2,-16,.,10,.,0.3,-6,0,-3
COc1ccc(NC(=O)CNS(=O)(=O)c2cccs2)c(OC)c1,3.1,-4,1,8,.,8,-4,-0.6,-1,-1,63*
CCc1cc2c(=O)n(Cc3ccccc3)c(SC3CCOC3=O)nc2s1 (centres undefined),-0.4,-1,-1,-9,-2,-17,-7,-7.1,-8,-5,9
Cc1ccc(SCC(=O)NCc2ccc(F)cc2)cc1,-1.2,-7,4,-12,2,-15,-1,-1.6,-7,0,-6
CN(C)S(=O)(=O)c1cccc(NC(=O)CSc2nncn2-c2ccccc2)c1,-0.8,2,9,-4,4,-2,-8,0.5,2,2,4
COC(=O)c1cn(CC(=O)NC2CCCCC2)c2ccccc12,-0.4,-4,-2,5,.,6,11,37,-9,1,7
CCN(CC)S(=O)(=O)c1cccc(NC(=O)COC(=O)/C=C/c2cccs2)c1,0.6,0,-5,-12,17,-5,-21,0.1,-16,-1,2
CC1CCCC(C)N1C(=O)COC(=O)CCC1CCCC1 (centres undefined),1.2,0,0,-11,-6,-2,-2,-1.8,-2,-1,-1
CCCc1nc(SC)[nH]c(=O)c1C,-0.9,-3,25,-1,12,-16,8,.,-1,3,5
CC(C)C[C@H](CO)N(Cc1ccccc1)S(=O)(=O)N(Cc1ccccc1)[C@@H](CO)CC(C)C,0.2,2,.,-6,-14,1,95,-1.9,3,-5,1
COc1cccc(C2=NN(C(=O)c3ccc(C)o3)C(O)(C(F)(F)F)C2)c1 (centres undefined),1.6,-4,13,1,-7,12,224,3.8,-8,1,10
CCn1nnnc1-c1ccc(OC)c(S(=O)(=O)Nc2ccc(C)c(C)c2)c1,-0.3,0,-2,-11,17,-1,-3,3.2,-4,-1,4
Cc1nnc(SCc2cc(=O)[nH]c(=S)[nH]2)s1,0.0,-3,-1,-9,-1,1,-7,1.4,-3,2,.
CCn1c(SCC(=O)NC2CCCc3ccccc32)nnc1-c1cccs1 (centres undefined),-0.8,-7,0,1,-3,-15,-20,0.7,-7,-2,3
CCOc1ccc(NC(=O)c2c(NC(=O)CN3CCCC3)sc3c2CCC3)cc1,0.3,4,3,-11,7,-11,-1,-0.2,-1,-1,1
COc1ccc(-c2cc(C(=O)OCC(=O)NC(C)(C)C)c3ccccc3n2)cc1,0.6,3,.,-12,.,-1,-5,0.4,-28,-1,-27
Cc1ccc2c(c1)C(O)(CC(=O)c1cccnc1)C(=O)N2 (centres undefined),1.6,-2,-2,2,11,5,+,2.7,1,-1,9
CN(C(=O)c1ccc(NC(=O)C2CC=CCC2C(=O)O)cc1)c1ccccc1 (centres undefined),-2.2,-1,-4,-3,44,-7,0,0.5,2,0,-47
O=C(COC(=O)c1nc(Cl)ccc1Cl)NNC(=O)c1cccs1,0.2,-3,18,-4,5,-8,9,-0.8,3,-4,0
CCOCCn1c(N2CCN(c3ccc(OC)cc3)CC2)nc2c1c(=O)n(C)c(=O)n2C,-1.9,0,3,7,-13,-5,44,-0.7,-3,-2,5
O=C(CC1(O)C(=O)Nc2cc(Cl)cc(Cl)c21)c1ccccc1O (centres undefined),-0.7,-4,0,2,-9,-10,79,-1.5,0,-1,4
Cc1c(Cl)cccc1NC(=O)Nc1cc(C(C)(C)C)on1,0.4,4,1,-6,-14,-1,-1,2.7,-16,-4,7
CN(C)CCCNC(=O)C(=O)NCC1OCCN1S(=O)(=O)c1cc(F)ccc1F (centres undefined),-0.1,0,2,3,19,-5,0,0.2,-2,1,-2
CCOC(=O)/C=C1\SCC(=O)N1CC(=O)NC(c1ccccc1)c1ccccc1,-2.0,3,-4,8,10,-12,-22,-0.5,6,-7,-10
CCN(CC(=O)Nc1ccccc1OC)C(=O)CC1CCCC1,1.1,1,-2,4,2,-11,-33,1.0,-4,-3,-6
Cc1ccc(S(=O)(=O)N2CCOCC2)cc1NC(=O)CNCc1ccc(Cl)cc1Cl,0.6,-8,-3,5,-14,-19,-4,0.8,-9,-2,-4
CCN(C(=O)CSc1nnc(-c2ccncc2)o1)c1ccccc1,-2.9,-4,-4,-4,31,12,9,2.2,-3,0,-1
# (next part)
SMILES,CDK5 p35 inh,Keap1 Nrf2 FP,NSD2 HMT inh,Cardiac RTF inh,PfHsp90 yeast 2,PvdQ acylase,SUMO Mot1 rescue,LANA DNA inh,dFosB activator,cardiac RTF act,Rtt109 Vps75
COC(=O)c1ccc(-c2ccc(CNCC(O)c3ccccc3)o2)cc1 (centres undefined),-5.0,1,1,-1,-36,-10,13,0.3,-14,-1,-5
Cn1cccc1C(=O)NC(=O)COC(=O)c1ccc(O)cc1,1.1,-1,-1,0,-20,10,5,-0.9,-5,-3,4
COc1nccnc1NS(=O)(=O)c1ccc(NC(=O)c2ccc(F)cc2)cc1,0.5,0,5,0,0,-3,-21,0.0,-1,-8,0
CC(=O)N1CCN(C(=O)c2cc(-c3cccc4ccccc34)nc3ccccc23)CC1,-0.6,4,1,-3,-25,-10,5,-2.2,-15,0,1
O=C(Cc1ccccc1)Nc1cc([N+](=O)[O-])ccc1N1CCOCC1,-2.2,-8,0,0,-11,-5,-19,-1.0,-3,-3,-4
COc1ccc(C(=O)N/C(=C/c2ccc(Cl)cc2)C(=O)Nc2ccc(C(=O)O)cc2)cc1,1.4,1,-5,-3,-7,8,57,0.6,-5,-5,1
CCn1c(NC(=O)c2nn(C)cc2Br)nc2ccccc21,-2.8,-3,-2,-3,10,-9,-22,0.5,0,6,2
COc1ccc(C/C(C)=N/NC(=O)C2COc3ccccc3O2)cc1 (centres undefined),-1.0,-2,-1,-14,7,-15,-11,0.5,-1,-2,.
Cc1ccccc1-n1nnnc1Sc1nnnn1-c1ccccc1,2.1,-3,0,-8,-21,-6,292,-1.5,-9,-4,1
COc1ccc(-c2nn(-c3ccccc3)cc2/C=C/C(=O)OCC(=O)Nc2cccc(C#N)c2)cc1,-3.6,-5,0,-3,-35,-14,-10,-0.1,3,10,-4
CCOc1ccccc1-n1nnnc1SCc1nc2ccccc2s1,-0.7,-1,-1,-2,-1,-3,-4,0.2,-6,4,12
O=C(O)Cc1sc(-c2cccnc2)nc1-c1ccc(Br)cc1,-0.9,-5,0,3,3,-25,-10,0.8,-8,7,-4
CCN(CC)c1ccc(NC(=O)Cn2cc3c(n2)CCC(C)C3)c(C)c1 (centres undefined),-0.5,4,.,-2,-100,-11,-8,-0.5,-14,4,-6
O=C(NCC1CC1)Nc1cccc(C(F)(F)F)c1,-5.1,0,1,-10,22,-20,-9,-1.7,-3,-1,4
CC1CCN(C(=O)c2ccc(N3CCOCC3)c([N+](=O)[O-])c2)CC1,0.5,-1,-2,-5,-10,-9,15,-0.1,-6,2,-15
Cn1c(=O)c2c(nc(NCCNC(=O)c3ccco3)n2Cc2ccccc2F)n(C)c1=O,0.9,-4,-1,-8,3,-12,3,-1.5,-7,-5,-3
